# High-throughput results (PubChem BioAssay)
# Dynein transport – dynein cargo transport inhibition; z-score, hits read low; AID 1381; 3617.4 mouse cells, GR-EGFP nuclear translocation imaging; test concentration mostly 20 µM; stimulated with dexamethasone, 1 µM; hits give low values; 220,000 compounds, 0.47% hits;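 active = plate z-score of nuclear minus cytoplasmic receptor signal below a set negative limit, without overly bright fluorescence or cell loss, cut at about -3.5 in these data, passing the limit was not always enough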;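 also: z-score of nuclear minus cytoplasmic ring GR-EGFP intensity difference per well; some compounds called inactive have numbers as strong as hits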
#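 Also added: dexamethasone, 1.0 µM final. Medium: tet-free, stripped-serum medium. Detection: fixed, Hoechst-stained cells imaged at 10x for EGFP. Read-out: nuclear-to-cytoplasmic GR-EGFP distribution per well. Times: induction 48 h, compound 1 h, agonist 30 min.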
# Insulin prom up – MIN6 insulin promoter up-regulation | MIN6 insulin promoter-GFP reporter, high-content imaging; hits give high values | z-score at 5 µM | 190,000 compounds, 0.3% hits;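 active = z-score above 3 at 5 µM with at least 500 cells counted in the well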
# ER stress rescue – protection against thapsigargin-triggered cell killing – 384-well, CSM14.1, ATP luminescence, primary screen (AID 1222) | CSM14.1 thapsigargin-induced death rescue, ATP luminescence; higher % means a stronger effect | one-dose cellular ATP content (survival), % at 20 µM; EC50 in µM for titrated hits | 190,000 tested, under 10 active;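 active = EC50 below 50 µM in the dose-response confirmation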;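 also: death triggered by thapsigargin at about 15 µM added after 2 h compound pretreatment; cell ATP read after overnight thapsigargin exposure of roughly 18 to 22 hours; normalized against plate controls of thapsigargin alone and 5% DMSO vehicle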
# Autophagy HCS – alters autophagy in cells. MEF GFP-LC3 puncta imaging; test concentration mostly 10 µM. calls only at 10 µM (by protocol). 190,000 compounds, 0.98% hits. AID 463193;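 active = percentage of spot-positive cells more than 3 SD above its plate mean, without a fluorescence outlier flag or 80% toxicity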;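 also: spot-positive cell cutoff set from DMSO-treated cells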
# Lipid droplet – hepatic lipid droplet formation modulation | AML12 mouse hepatocytes, oleate lipid droplets, BODIPY imaging | 240,000 compounds, 0.4% hits | inhibition, % at 6.5 µM | AID 1656;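 active = lipid droplet intensity inhibited by at least 50%, with more than 500 cells counted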
#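 Material: mouse AML12 hepatocyte cell line, fixed after treatment; Timing: compound with oleate, overnight; Technique: high-content imaging of BODIPY-stained droplets and DAPI nuclei; Probe or stimulus: oleate, 100 µM final; Dosing: compound at 6.5 µM only.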
# Yfh1-depleted yeast – mitochondrial function rescue without frataxin homolog – Friedreich's ataxia, plus single-dose screen, dose response (AID 1465); S. cerevisiae Yfh1-off respiration, WST-1 reduction, 72 h; higher fold induction means a stronger effect; fold induction at 50 µM, or EC50 in µM where a hit was titrated; 220,000 compounds, 0.074% hits;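 active = fold induction of absorbance versus untreated yeast above a set limit, then at least 30% activation at any dose in follow-up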;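 also: activators that raise dye reduction in frataxin-depleted yeast; strong numbers were not always called active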
# P. falciparum M1AAP – P. falciparum M1AAP inhibitors, biochemical, fluorogenic H-Leu-NHMec substrate, 1536-well (AID 1445). recombinant M1AAP, H-Leu-NHMec fluorogenic kinetic assay; higher % means a stronger effect. one-dose inhibition, % at 30 µM; IC50 in µM for titrated hits. 220,000 compounds, 0.42% hits;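 active = primary inhibition above the hit cutoff, then over 50% inhibition at one or more dose response concentrations, cut at about 23% in these data, passing the limit was not always enough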;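 also: plate controls were DMSO full reaction for no effect and no enzyme background for full effect; strong numbers were not always called active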
# MT stabilize HCS – microtubule stabilization, imaging screen | HeLa tubulin immunostaining HCS, 24 h; share of cells brighter than vehicle mean+2SD | 200,000 compounds, 0.83% hits | % tubulin-high responders, % at 10 µM;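 active = plate Z-score above 3 for both tubulin-high and condensed-nucleus cell shares, with cell loss under 80%, at 10 µM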;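 also: anti alpha tubulin signal scored within the nucleus-defined area of each cell; some results filed as inactive read as strong as hits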
# P. falciparum M17LAP – P. falciparum M17LAP inhibitors, primary screen, biochemical, fluorogenic H-Leu-NHMec substrate, 1536-well (AID 1619); inhibition, % at 30 µM, or IC50 in µM where a hit was titrated; recombinant M17LAP, H-Leu-NHMec fluorogenic kinetic assay; higher % means a stronger effect; 220,000 compounds, 0.38% hits;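 active = compound inhibiting the enzyme by more than half at any dose during confirmatory dose-response retesting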;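 also: plate controls were full reaction with DMSO carrier for no effect and no enzyme background for full effect; strong numbers were not always called active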
# Dynein transport cytoplasmic EGFP – also measured in Dynein transport; calls as there; z-score; measured here: cytoplasmic GR-EGFP intensity; hits give high values
# Dynein transport nuclear GR-EGFP – also measured in Dynein transport; calls as there; z-score; measured here: nuclear GR-EGFP intensity;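 lower value marks the stronger effect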
# Dynein transport cell count – further read-out of Dynein transport, marked with its call; z-score; measured here: cell count per field
# Insulin prom up cell count – also measured in Insulin prom up; calls as there; cell count; measured here: cytotoxicity, nuclei count;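 total cells summed across four imaged fields per well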
# Lipid droplet cells 6.5 µM – second read-out of Lipid droplet, no call of its own (marks repeat the call); cell count; measured here: cell count, cytotoxicity flag;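 cells counted across two imaged fields per well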
# MT stabilize HCS Hoechst-high % – further read-out of MT stabilize HCS, marked with its call; % Hoechst-high responders; measured here: nuclear condensation Hoechst responders;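 share of cells brighter than vehicle mean plus two SD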
# MT stabilize HCS cytotoxicity % – recorded beside MT stabilize HCS, whose call it bears; toxicity, %; measured here: cytotoxicity by cell density;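 0% = mean cell density of plate MIN control wells and 100% = no cells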
# Autophagy HCS cell loss 18 h – recorded beside Autophagy HCS, whose call it bears; toxicity, %; measured here: cell loss, nuclei count;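 cell loss after 18 h compound exposure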
# Starred values were filed as active, the others as inactive; i = inactive; & = joins results of further samples.
SMILES,Dynein transport,Dynein transport cytoplasmic EGFP,Dynein transport nuclear GR-EGFP,Dynein transport cell count,Insulin prom up,Insulin prom up cell count,ER stress rescue,Autophagy HCS,Autophagy HCS cell loss 18 h,Lipid droplet,Lipid droplet cells 6.5 µM,Yfh1-depleted yeast,P. falciparum M1AAP,MT stabilize HCS,MT stabilize HCS Hoechst-high %,MT stabilize HCS cytotoxicity %,P. falciparum M17LAP
CC[C@@H]1C(=O)OC[C@@H]1Cc1cncn1C,1.88&-0.257,-0.314&-0.224,1.16&0.362,-0.118&0.326,0.16,1417,-0.6%&-3.1%&-0.3%,i,4.6&8.2,1.3&6.5&-7.2,687&722&745,i,2.6%&3.1%&-1.2%,2.7&2.6,1.8&2.3,2.3&11.8,0.4%&0.1%&-6.3%

# The list is partial; the hit share may differ from the screen's.
